High-throughput results as filed in PubChem.
KLK7 zymogen act = activates the human kallikrein-7 zymogen. P49862. activation, % at 7 µM. purified proKLK7, EDANS-DABCYL substrate fluorescence; 100% is mature enzyme control, 0% vehicle. hit rate 0.9% among 370,000. AID 652039;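 active means activation above the mean of all tested compounds plus 3 SD, computed per campaign excluding outliers beyond control limits, cut at about 13% in these data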
Target sequence (P49862 whole entry, looked up): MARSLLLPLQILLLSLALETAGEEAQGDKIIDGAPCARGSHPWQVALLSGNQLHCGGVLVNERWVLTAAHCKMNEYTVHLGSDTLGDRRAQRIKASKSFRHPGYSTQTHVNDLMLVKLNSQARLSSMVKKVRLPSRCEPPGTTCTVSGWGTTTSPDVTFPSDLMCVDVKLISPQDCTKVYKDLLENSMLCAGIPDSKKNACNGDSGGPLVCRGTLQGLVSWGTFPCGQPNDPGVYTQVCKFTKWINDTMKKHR
SMARCA2 activ = increases SMARCA2 function in MMTV reporter cells; MG213 cells, MMTV-luciferase reporter, dexamethasone, overnight; activation, % at 9.1 µM; hit rate 1% among 370,000; AID 652017; in the data active means activation above about 7.8%;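 further: 0% = vehicle wells and 100% = reference activator wells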
DAX1 inh-1 = inhibitors of DAX1 repression of SF-1 activated StAR promoter; HEK293T StAR-luciferase reporter, SF-1/DAX-1 repression relief; inhibition, % at 6.8 µM; hit rate 1.1% among 370,000; AID 652010;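 active means inhibition above the mean over all tested compounds plus 3 SD, cut at about 3.6% in these data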;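 further: 0% = DAX-1 cells with DMSO and 100% = cells lacking DAX-1 with DMSO; higher inhibition means more luminescence from relief of DAX-1 repression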
NPR1 activator = GC-A (human) enzyme activation; P16066; HEK293 GC-A cells, cGMP TR-FRET, EC30 ANP; 0% at EC30 ANP, 100% saturating ANP; activation, % at 10 µM; hit rate 0.14% among 370,000; AID 1671463; in the data active means activation above about 40%
GAA850 FXN act = frataxin GAA850 promoter activation; HEK293 lucGAA850 FXN promoter luciferase reporter, 24 h; percent of 10 µM SAHA response; activation, % at 6 µM; hit rate 0.56% among 360,000; AID 540364;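 active means activation above the average of all compounds screened plus 3 SD, cutoff fixed separately per campaign, cut at about 7.5% in these data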;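 further: 0% = DMSO wells and 100% = 10 µM SAHA wells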
sPLA2-III inh = Inhibits HGIII-sPLA2 liposome hydrolysis, primary screen; Q9NZ20; QFRET BODIPY PC-A2 liposome hydrolysis, fluorescence; inhibition, % at 12.2 µM; hit rate 0.56% among 370,000;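 active means inhibition above mean plus 3 SD of compounds lying within the high and low control bounds, cut at about 19% in these data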;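 further: 0% = median of test compound wells and 100% = no enzyme DMSO wells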
Target sequence (Q9NZ20 whole entry, looked up): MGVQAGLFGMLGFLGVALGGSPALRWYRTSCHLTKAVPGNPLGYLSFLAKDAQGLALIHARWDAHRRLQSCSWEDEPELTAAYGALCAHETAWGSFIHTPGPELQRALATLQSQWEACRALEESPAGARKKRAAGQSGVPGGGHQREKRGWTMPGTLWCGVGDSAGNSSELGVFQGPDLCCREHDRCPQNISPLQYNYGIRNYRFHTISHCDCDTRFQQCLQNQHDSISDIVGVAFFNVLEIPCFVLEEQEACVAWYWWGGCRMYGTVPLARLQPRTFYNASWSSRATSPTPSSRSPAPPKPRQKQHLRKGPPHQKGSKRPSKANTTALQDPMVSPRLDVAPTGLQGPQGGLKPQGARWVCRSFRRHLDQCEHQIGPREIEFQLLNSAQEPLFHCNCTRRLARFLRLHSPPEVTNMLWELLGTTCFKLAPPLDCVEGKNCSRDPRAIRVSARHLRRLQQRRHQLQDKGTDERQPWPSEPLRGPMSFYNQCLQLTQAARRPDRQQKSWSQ
hcDAF12 agonist = activators of H. contortus DAF-12 nuclear receptor; HEK293 hcDAF-12 lit1-tk-luc reporter, luminescence; 0% DMSO, 100% Δ7-dafachronic acid; activation, % at 6.8 µM; hit rate 1.4% among 370,000; AID 652067;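 active means activation above the mean of all tested compounds plus 3 SD, cut at about 5.5% in these data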;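 further: 100% = response to 3 µM Δ7-dafachronic acid high control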
DAX1 inh-2 = inhibitors of human orphan nuclear receptor DAX1 (NR0B1); P51843; hit rate 0.99% among 340,000; HEK293 Gal4-DAX1 luciferase reporter, luminescence; inhibition, % at 6.75 µM; AID 504766;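 active means inhibition above the mean over all tested compounds plus 3 SD, cut at about 4.2% in these data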;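 further: 0% = DAX1-transfected cells with DMSO and 100% = empty-vector control cells with DMSO; inhibition shows as a rise in luminescence from relieved DAX1 repression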
Target sequence (P51843 207-470 limits assumed): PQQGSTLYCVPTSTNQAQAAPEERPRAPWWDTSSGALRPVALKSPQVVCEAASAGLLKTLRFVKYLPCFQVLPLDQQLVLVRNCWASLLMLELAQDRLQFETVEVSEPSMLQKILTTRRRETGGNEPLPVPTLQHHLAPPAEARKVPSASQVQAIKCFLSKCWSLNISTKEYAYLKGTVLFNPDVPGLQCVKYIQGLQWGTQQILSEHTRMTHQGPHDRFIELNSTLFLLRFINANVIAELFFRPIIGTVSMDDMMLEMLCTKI
ssDAF-12 act = activates DAF-12 receptor from parasite S. stercoralis; HEK293 ssDAF-12/GRIP1 lit1-tk-luc reporter, luminescence; % of 3 µM dafachronic acid response; activation, % at 6.8 µM; hit rate 1% among 370,000;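 active means activation above the mean over all tested compounds plus 3 SD, cut at about 0.9% in these data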;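 further: 0% = DMSO-only wells and 100% = 3 µM delta7-dafachronic acid wells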
hgDAF-12 ag = activates the H. glycines DAF-12 receptor ligand-binding domain. activation, % at 6.8 µM. hit rate 1.8% among 370,000. HEK293 GAL4-hgDAF12 UAS-luciferase reporter, agonist luminescence; normalized to butyrate control;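 active means activation above a cutoff set at the mean of all screened compounds plus 3 SD, cut at about 10% in these data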;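 further: 0% = DMSO wells and 100% = sodium butyrate wells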
NPR2 activator = GC-B (human) receptor activation; P20594; HEK293-GC-B cells, CNP EC30, cGMP TR-FRET; 0% at EC30 CNP, 100% saturating CNP; activation, % at 10 µM; hit rate 0.11% among 370,000;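 active means activation at 10 µM reaching about 35% in either raw or pattern-adjusted values, limit read from the data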
* = called active by the depositor; · = no result given.

SMILES	KLK7 zymogen act	SMARCA2 activ	DAX1 inh-1	NPR1 activator	GAA850 FXN act	sPLA2-III inh	hcDAF12 agonist	DAX1 inh-2	ssDAF-12 act	hgDAF-12 ag	NPR2 activator
CCC(C)CN1C(=O)CN(S(C)(=O)=O)CC1(C)C(=O)Nc1ccc2c(c1)OCCO2 (stereo not given)	0.4	-3	0.4	3	·	3	-2.4	·	-0.7	2.3	0
Cc1ccc2c(C)c(C(=O)NCC3CCOCC3)oc2c1C	-0.7	-3	0.1	-1	1.1	-8	-0.9	-1.2	-1.4	3.0	-1
CCC(CC)C(=O)c1c[nH]c(C(=O)OC)c1	0.2	0	-0.4	-1	1.5	9	-1.8	1.3	-1.2	-0.3	4
Cc1cn(C2CC(O)C(CO)O2)c(=O)n(CCCc2ccccc2)c1=O (stereo not given)	0.0	3	-0.7	1	-1.1	4	0.1	1.0	-0.8	1.0	4
N#C/C(=C\Nc1ccc(F)c(Cl)c1)S(=O)(=O)c1ccccn1	0.1	-2	-0.2	3	1.8	5	-1.7	·	-1.6	-0.7	1
Cc1cnn(C(=S)NCc2ccc(Cl)cc2)c1	0.4	-7	-0.9	8	·	1	-0.7	·	-1.0	1.0	6
CC(=O)c1cccc(NC(=O)c2cc(=O)c3ccccc3o2)c1	-0.5	1	-0.1	-3	0.7	-3	2.8	2.5	-1.1	1.2	3
Cc1ccccc1-n1cc(CNC(=O)C2CCC(=O)N(C3CC3)C2)cn1 (stereo not given)	0.4	-1	-0.8	0	-1.6	-1	0.8	-0.1	-1.0	-0.5	3
Cc1cc(C(C)(C)C)cc(C)c1C(=O)O	-0.9	-3	0.0	-5	-1.7	10	-1.0	2.7	-1.7	-2.1	1
COCCNC(=O)C(=O)NCC1OCCN1S(=O)(=O)c1cc(F)ccc1F (stereo not given)	0.5	-3	-8.2	3	0.4	7	3.2	0.1	-0.8	0.8	4
O=C(CCNC(=O)c1ccco1)Nc1ccc(OC(F)F)c(Cl)c1	0.0	0	-0.3	5	0.2	-2	0.3	-0.2	-1.1	-1.4	-5
CCC(=O)Nc1cc(-c2nn(C)c(=O)c3ccccc23)ccc1N1CCOCC1	0.5	-1	0.4	8	-0.6	3	-2.4	0.8	-1.4	0.5	5
COc1ccc(NC(=O)c2cc(C3CCCCN3C(=O)CCCc3ccccc3)on2)c(C)c1 (stereo not given)	-0.1	-3	-1.6	2	0.8	-17	0.0	·	-1.4	-1.7	1
CCC12CN3CC(CC)(CN(C1)C3c1ccc([N+](=O)[O-])o1)C2=O (stereo not given)	-0.1	-3	0.3	-1	-0.5	10	-1.4	1.0	-0.2	-0.4	3
CCOc1ccc(NC(=O)C2Cc3ccccc3CN2S(=O)(=O)CC)cc1 (stereo not given)	0.0	10*	-0.1	2	1.6	-4	-1.0	2.0	-0.7	-0.1	-1
COc1ccc(C(=O)Nc2sc3c(c2C(=O)O)CC(C)(C)OC3)cc1	-0.1	1	-0.3	-1	-0.9	0	1.4	1.5	-1.4	-1.8	0
Cc1ccc(SCc2ccc(C(=O)Nc3cccc([N+](=O)[O-])c3)cc2)cc1	-0.8	0	-0.1	0	0.3	3	-1.4	-0.4	-1.1	0.5	-7
Cc1ccc(-c2nn(-c3ccccc3)cc2/C=C2\SC(=S)N(CC(=O)O)C2=O)cc1	0.1	-3	0.4	-16	0.4	-7	-1.1	-0.5	1.6*	-2.2	-4
CCOC(=O)C1(C)C=C(Nc2cccc(OC)c2)C(=O)N1c1ccccc1 (stereo not given)	0.6	0	-0.6	0	0.8	-7	-1.9	-0.5	-1.3	0.9	1
C[C@@H]1CC=C[C@@H]2[C@H]1C(=O)N(Cc1ccccc1)[C@H]2c1ccccc1Br	1.1	1	-1.5	-11	1.4	0	-1.5	0.0	-1.2	-4.7	-14
Cc1cccc2nc(CSc3ccc(Cl)cc3)cn12	-0.2	10*	4.2*	-7	7.0	-1	2.1	1.5	-0.7	12*	2
Cc1cc(C)cc(C(=O)NCC(=O)OCC(=O)NC2CCCc3ccccc32)c1 (stereo not given)	-0.3	-2	1.3	-3	-2.1	-14	-0.6	-0.7	-1.0	-1.5	1
COc1ccc(C2=NN(C(=O)CSc3nnc(C)c(=O)n3N)C(c3ccco3)C2)cc1 (stereo not given)	-0.4	13*	1.4	5	2.2	-4	-0.6	0.6	-2.2	-2.4	-2
Cc1ccoc1C(=O)N1CCN(C(=O)c2occc2C)CC1	1.0	-1	-0.2	0	-0.1	-2	-1.9	2.0	-0.8	0.6	-4
COC(C/C=C/C(=O)[C@@H](C)OCc1ccccc1)OC	0.7	1	-0.4	5	-1.1	8	-0.9	-0.4	-1.1	1.7	-5

(list continues)
SMILES	KLK7 zymogen act	SMARCA2 activ	DAX1 inh-1	NPR1 activator	GAA850 FXN act	sPLA2-III inh	hcDAF12 agonist	DAX1 inh-2	ssDAF-12 act	hgDAF-12 ag	NPR2 activator
[N-]=[N+]=NC(c1ccccc1)C(NC(=O)c1cc(C(F)(F)F)cc(C(F)(F)F)c1)c1ccccc1 (stereo not given)	0.2	-2	0.2	7	·	0	-0.8	·	-1.2	2.0	2
COc1ccccc1CNCC(=O)Nc1ccc(N(C)C)cc1	-0.2	0	0.2	-10	2.5	3	4.3	1.1	-1.0	6.6	-2
COc1cc(OC)c(C(=O)NC2CCCc3ccccc32)cc1OC (stereo not given)	-0.9	0	-0.6	0	0.8	-2	-3.9	-0.6	-1.4	-1.5	-3
CCOc1ccccc1C(=O)NCC(=O)NCCCSc1ccccc1	0.4	0	0.8	-2	-0.2	-5	-1.9	-0.8	-0.8	-2.1	-6
CCC(NC(=O)C1CCC1)c1ccccc1 (stereo not given)	-0.2	-1	0.7	2	0.2	4	0.1	1.0	-0.7	0.1	11
CCC(=O)NNC(=O)CSc1nnc(-c2ccccc2)c(-c2ccccc2)n1	1.0	-2	-0.1	3	0.7	-5	2.4	0.0	-0.8	-0.8	4
CC(=O)/C(CN1CCCCC1)=N\O	0.0	0	-0.3	0	0.3	4	-0.5	0.5	-0.5	-2.6	1
O=C(NC1CCCCC1)c1ccc(CS(=O)(=O)Cc2ccccc2F)o1	0.7	1	-0.1	1	2.1	2	-1.8	0.2	-1.2	1.6	3
COc1ccc(Nc2nccc(-c3ccc(C#N)cc3)n2)cc1	0.2	-3	-1.1	-6	0.7	5	-3.8	-0.5	-2.0	0.8	-5
Cc1ccc(NS(=O)(=O)c2ccc(CCC(=O)NC3CC3)cc2)cc1	0.4	2	-0.7	3	1.2	-1	-2.7	0.2	-1.7	-2.4	-8
CCCN1CCN(C(=O)CCCn2c(C)c3cnn(-c4ccccc4)c(=O)c3c2C)CC1	-0.1	-3	0.3	-1	1.0	-3	2.4	0.3	-0.8	3.9	3
CC(C)n1nc(C(=O)NCc2ccc3c(c2)OCO3)c2ccccc2c1=O	-0.4	0	-0.4	4	0.2	-2	-0.5	-2.0	-1.5	5.0	0
CCCN(CCC)S(=O)(=O)c1ccc(NC(=O)C2CCCO2)cc1 (stereo not given)	-0.6	0	0.1	-2	3.3	-3	-0.7	-0.1	-1.6	-0.1	5
CC(Sc1nc(-c2ccccc2)cc(=O)[nH]1)C(=O)O (stereo not given)	-0.2	0	-0.2	-1	-0.6	0	-2.0	-0.2	-1.4	0.1	3
CCOC(=O)Cc1csc(NC(=O)/C=C/c2cccc(Br)c2)n1	-11	-7	-3.3	6	-1.5	-11	-4.6	-1.9	-3.3	-4.1	-4
CC(C)(C)OC(=O)NCCCCCNC(=O)c1[nH]cnc1C(=O)N[C@@H](Cc1ccccc1)C(=O)OCc1ccccc1	0.5	1	-0.3	1	-0.6	-12	-1.4	1.6	-0.6	0.1	14
COC(=O)c1ccc(NC(=O)Nc2ccc3c(c2)nc(C)n3C)cc1	0.4	4	-1.1	5	-2.4	-3	-3.2	-0.3	-1.3	2.5	0
O=C(Nc1ccc(Cl)cc1)C1CCCN(c2ncnc3c2nc2n3CCCCC2)C1 (stereo not given)	0.4	-2	-0.2	-1	1.2	2	-0.8	-0.9	-0.9	-1.1	-5
O=C(Cc1cccs1)Nc1ccc(F)c(F)c1	-0.1	3	0.1	3	-0.4	-2	-2.3	0.6	-1.1	-1.8	2
CCn1nc(NC(=O)CC(C)C)c2cc3ccc(C)cc3nc21	-160	-3	-0.7	0	-0.6	4	-0.9	0.7	-1.0	-1.1	-4
CC(=O)NCCc1cc2ccc(C)cc2[nH]c1=O	0.1	0	-0.6	-1	2.9	5	-1.0	-0.1	-0.9	0.8	-3
O=C(NCCn1cccn1)C1CCC(=O)N(CCc2ccc(Cl)cc2)C1 (stereo not given)	-0.3	-4	-0.5	1	1.0	3	2.0	0.2	-1.0	-0.9	1
O=C(CN1C(=O)NC2(CCCC2)C1=O)OCCOc1cccc(Br)c1	0.2	-2	1.2	-1	-0.9	5	0.5	0.8	-0.6	0.0	2
O=C(CS(=O)(=O)c1ccccc1)N(CCCN1CCOCC1)c1nc2c(F)cccc2s1	0.0	4	1.1	1	2.0	7	1.8	1.5	-0.8	2.6	-3
CCc1cc(-c2cnnn2CCc2c[nH]c3ccccc23)ccc1-c1cn(CC(C)C)nn1	0.5	-1	-0.5	-3	-0.8	-95	-2.4	1.9	-1.4	-4.7	-9

Next results.
SMILES	KLK7 zymogen act	SMARCA2 activ	DAX1 inh-1	NPR1 activator	GAA850 FXN act	sPLA2-III inh	hcDAF12 agonist	DAX1 inh-2	ssDAF-12 act	hgDAF-12 ag	NPR2 activator
Cc1ccccc1NC(=O)c1cc(S(=O)(=O)N2CCCCC2)ccc1N1CCOCC1	-0.5	-1	-0.9	0	0.2	-9	-1.1	1.3	-1.6	-1.8	2
CCC1(CC)NC(=O)N(Cc2nc3ccccc3s2)C1=O	1.0	-1	0.4	-4	2.8	0	-0.6	-0.1	-1.2	-0.4	-1
Cc1occc1C(=O)Nc1ccccc1C(=O)O	-0.7	1	0.0	7	2.5	6	-1.1	1.5	-1.1	3.3	-1
S=c1[nH]nc2nnc3ccccc3n12	1.0	-3	-0.8	-2	0.2	13	-0.1	2.1	-1.3	-2.6	-2
CCC(CC)C(=O)Nc1cccc(C(=O)N2CCCC2)c1	0.2	-3	0.1	1	2.4	2	2.6	0.5	-1.3	-2.5	1
CSCCC(NC(=O)COc1ccccc1)C(=O)OCCOc1ccc(C)cc1 (stereo not given)	0.4	-1	2.2	1	1.4	-8	-1.1	0.7	-1.1	0.3	7
Cc1c(C(=O)O)oc2c1C(=O)CC(C)(C)C2	0.5	0	0.5	-1	0.1	6	-0.2	0.3	-0.2	3.4	0

Filtered by structure: the entries above with bromine (three)
SMILES	KLK7 zymogen act	SMARCA2 activ	DAX1 inh-1	NPR1 activator	GAA850 FXN act	sPLA2-III inh	hcDAF12 agonist	DAX1 inh-2	ssDAF-12 act	hgDAF-12 ag	NPR2 activator
C[C@@H]1CC=C[C@@H]2[C@H]1C(=O)N(Cc1ccccc1)[C@H]2c1ccccc1Br	1.1	1	-1.5	-11	1.4	0	-1.5	0.0	-1.2	-4.7	-14
CCOC(=O)Cc1csc(NC(=O)/C=C/c2cccc(Br)c2)n1	-11	-7	-3.3	6	-1.5	-11	-4.6	-1.9	-3.3	-4.1	-4
O=C(CN1C(=O)NC2(CCCC2)C1=O)OCCOc1cccc(Br)c1	0.2	-2	1.2	-1	-0.9	5	0.5	0.8	-0.6	0.0	2
